# High-throughput results: PubChem, Sanford-Burnham Center for Chemical Genomics
# hIAP activ – human IAP activation | activation factor at 10 µM | purified human IAP, CDP-Star luminescence, 30 min; hits give high values; 1 = vehicle-only enzyme, 0 = enzyme-free background | actives 0.16% (n = 330,000) | P09923;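 active = activation factor of the enzyme at least 2-fold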; note: the source names both 10 and 20 µM as test concentration; values of inactives mirror those of a sister screen read the other way
# Target sequence (P09923 whole entry, looked up): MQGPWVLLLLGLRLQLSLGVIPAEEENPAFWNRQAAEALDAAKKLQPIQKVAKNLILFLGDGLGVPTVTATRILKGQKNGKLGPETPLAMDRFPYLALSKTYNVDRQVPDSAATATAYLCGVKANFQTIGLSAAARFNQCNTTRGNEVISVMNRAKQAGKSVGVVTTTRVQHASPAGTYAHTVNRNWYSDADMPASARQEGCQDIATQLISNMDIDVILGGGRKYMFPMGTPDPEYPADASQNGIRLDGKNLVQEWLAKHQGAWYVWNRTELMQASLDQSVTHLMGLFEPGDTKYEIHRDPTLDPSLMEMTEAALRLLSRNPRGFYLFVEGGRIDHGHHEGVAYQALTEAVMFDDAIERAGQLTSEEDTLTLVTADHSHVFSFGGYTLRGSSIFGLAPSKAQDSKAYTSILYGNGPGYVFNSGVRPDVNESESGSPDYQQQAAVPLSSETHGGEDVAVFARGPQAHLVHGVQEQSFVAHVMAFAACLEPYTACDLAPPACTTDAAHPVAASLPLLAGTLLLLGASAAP
# SENP1 inh – inhibitors of human SENP1 SUMO protease catalytic domain; Q9P0U3; recombinant SENP1 catalytic domain, CyPet-SUMO1-YPet FRET cleavage; inhibition, % at 10 µM; actives 0.21% (n = 360,000);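 active = inhibition at least 30% at 10 µM, raw YFP signal under a set limit, fluorescence ratio 0.5 to 1.5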;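 note: 0% = enzyme with DMSO and 100% = no enzyme wells; some results filed as inactive read as strong as hits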
# Target sequence (Q9P0U3 419-644 limits assumed): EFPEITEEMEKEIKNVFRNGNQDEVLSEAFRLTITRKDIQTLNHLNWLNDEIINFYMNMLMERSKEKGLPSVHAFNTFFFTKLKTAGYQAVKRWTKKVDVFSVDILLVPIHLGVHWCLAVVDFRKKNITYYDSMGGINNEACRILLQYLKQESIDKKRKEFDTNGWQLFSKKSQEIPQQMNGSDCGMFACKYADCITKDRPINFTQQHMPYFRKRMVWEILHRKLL
#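 System: Recombinant human SENP1 catalytic domain, His6-tagged | Incubation: Enzyme reaction for 50 min at room temperature, dark | Medium: Tris pH 8 with BME, BSA, NP40 and catalase | Also added: 25 nM SUMO1 FRET substrate | Compound: 10 µM single point, 0.5% DMSO | Measured by: FRET fluorescence in CFP and YFP emission channels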
# mIAP activ – mouse IAP activation | activation factor at 10 µM | actives 0.24% (n = 330,000) | muIAP, CDP-Star luminescence, 30 min; hits give high values; 1 = vehicle-only enzyme signal, 0 = enzyme-free wells;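 active = activation factor of at least 2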; note: the source names both 10 and 20 µM as test concentration; values of inactives mirror those of a sister screen read the other way
#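 also added = chemiluminescent substrate CDP-Star | test system = mouse IAP enzyme | signal = chemiluminescence readout | compound = DMSO-dissolved test compounds | incubation = 30 min at room temperature | benchmarks = DMSO wells, no-enzyme wells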
# MIN6 prolif – induces beta-cell replication in MIN6 cells; actives 0.29% (n = 330,000); proliferation, % at 10 µM; MIN6 cells proliferation, ATPlite luminescence, 48 h; cells starved in 0.2% serum; 100% = growth in 10% serum; AID 2380;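 active = compounds whose signal lies at least 3.5 SD above the mean of all wells on their plate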;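 note: 0% = DMSO-treated cells in low-serum medium and 100% = 10% serum control; some compounds called inactive have numbers as strong as hits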
# A3A deaminase – blocks human APOBEC3A ssDNA deamination | recombinant A3A, FAM/TAMRA ssDNA deamination fluorescence | AID 493011 | actives 0.41% (n = 330,000) | inhibition, % at 20 µM | P31941;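 active = at least 40% inhibition at 20 µM here, with at most 30% in a related deaminase screen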;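 note: plate controls were A3A with DMSO for no effect and wells lacking A3A enzyme for full effect; some results filed as inactive read as strong as hits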
# Target sequence (P31941 whole entry, looked up): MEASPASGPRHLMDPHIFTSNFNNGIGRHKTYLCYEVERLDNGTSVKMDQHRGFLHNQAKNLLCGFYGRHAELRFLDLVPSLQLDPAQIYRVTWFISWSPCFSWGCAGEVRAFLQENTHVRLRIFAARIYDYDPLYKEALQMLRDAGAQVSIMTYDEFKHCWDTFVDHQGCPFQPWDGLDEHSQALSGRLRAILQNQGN
# hIAP block – human IAP inhibition; P09923; actives 0.12% (n = 330,000); purified IAP, CDP-Star luminescence, 30 min; AID 2544; inhibition, % at 10 µM;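 active = inhibition reaching a set limit with compound at 10 µM in the primary screen, cut at about 35% in these data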;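 note: plate controls were DMSO wells with enzyme for no effect and no-enzyme buffer wells for full effect; values of inactives mirror those of a sister screen read the other way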
# NALP3 yeast inh – inhibitors of NALP3 inflammasome in yeast | inhibition, % at 10 µM | actives 0.39% (n = 330,000) | Yeast reconstituted NLRP3/ASC/caspase-1, beta-gal luminescence, 24 h;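 active = inhibition of 50% or more; inactive = inhibition below 50%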;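 note: plate controls were induced DMSO wells for no effect and uninduced yeast grown without galactose for full effect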
# mIAP inh – mouse IAP inhibition; purified mouse IAP, CDP-Star luminescence, 30 min; inhibition, % at 10 µM; actives 0.2% (n = 330,000);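 active = inhibition of at least 40% at 10 µM in the primary screen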;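 note: plate controls were DMSO with enzyme for no effect and no enzyme wells for full effect; values of inactives mirror those of a sister screen read the other way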
# APOBEC3G inh – blocks human APOBEC3G single-stranded DNA deamination | Q9HC16 | recombinant A3G, ssDNA deamination FAM/TAMRA fluorescence | inhibition, % at 20 µM | actives 0.28% (n = 330,000);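 active = inhibition of at least 40% at 20 µM, with no more than 30% in the related APOBEC3A deaminase screen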;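 note: plate controls were DMSO wells with A3G for no effect and wells lacking A3G enzyme for full effect; some compounds called inactive have numbers as strong as hits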
# Numbers without * were called inactive. Only part of the results is shown. The share of hits here may be higher or lower than overall.
# Preview:
(1) O=C(NC1CCCCC1)N1CCCC(c2nc3ccccc3[nH]2)C1 (configuration not stated)
(2) COc1cccc(CN2CCN(Cc3ccc(O)cc3)CC2CCO)c1 (configuration not stated)
(3) COc1cc2[nH]ccc(=O)c2cc1OC
(4) Cc1ccc(Cn2ncc3c(N4CCCC4)ncnc32)cc1
(5) COc1ccc(NC(=O)COC(=O)c2cc(=O)c3ccccc3o2)cc1OC

Assay by compound	1	2	3	4	5
hIAP activ	1.3	1	1.2	1.1	1
SENP1 inh	1	1	-1	0	1
mIAP activ	1.1	0.99	0.99	0.94	0.98
MIN6 prolif	1	3	1	-2	-7
A3A deaminase	3	-1	2	-1	-1
hIAP block	-31	0	-19	-9	-3
NALP3 yeast inh	24	9	17	30	-2
mIAP inh	-8	1	1	6	2
APOBEC3G inh	2	-6	12	-2	3

# The whole of this part, from the first entry:
(1) O=C(NC1CCCCC1)N1CCCC(c2nc3ccccc3[nH]2)C1 (configuration not stated)
(2) COc1cccc(CN2CCN(Cc3ccc(O)cc3)CC2CCO)c1 (configuration not stated)
(3) COc1cc2[nH]ccc(=O)c2cc1OC
(4) Cc1ccc(Cn2ncc3c(N4CCCC4)ncnc32)cc1
(5) COc1ccc(NC(=O)COC(=O)c2cc(=O)c3ccccc3o2)cc1OC
(6) O=C(NCCc1ccccc1)c1ccc(-c2ccccc2Cl)o1
(7) COc1ccccc1C(=O)n1nc(-c2ccco2)nc1N
(8) COc1ccc(NS(=O)(=O)c2cc(NC(=O)c3ccc(=O)[nH]n3)ccc2N2CCOCC2)cc1
(9) O=C1c2cccnc2C(=O)N1Cc1ccc(Cl)cc1
(10) Cc1cc(C(C#N)c2ccc(Cl)cc2)c(Cl)cc1NC(=O)c1cc(I)cc(I)c1O (configuration not stated)

Assay by compound	1	2	3	4	5	6	7	8	9	10
hIAP activ	1.3	1	1.2	1.1	1	0.92	1	0.97	1.1	0.94
SENP1 inh	1	1	-1	0	1	-1	3	0	1	-2
mIAP activ	1.1	0.99	0.99	0.94	0.98	0.96	1	0.96	1	0.81
MIN6 prolif	1	3	1	-2	-7	-7	0	3	-1	-8
A3A deaminase	3	-1	2	-1	-1	-1	2	-2	0	39
hIAP block	-31	0	-19	-9	-3	8	-2	3	-10	6
NALP3 yeast inh	24	9	17	30	-2	24	-1	14	10	35
mIAP inh	-8	1	1	6	2	4	0	4	-3	19
APOBEC3G inh	2	-6	12	-2	3	-6	1	-6	-1	-4

(11) C/C(N)=C(/C#N)C(=O)CSc1n[nH]c(-c2cccs2)n1
(12) O=C1CCc2cc(S(=O)(=O)Nc3ccc(C(F)(F)F)cc3)cc3c2N1CC3
(13) CC(C)CC(NC(=O)C1CCC(C)CC1)C(=O)Nc1cccnc1 (configuration not stated)
(14) O=C(Nc1cccc(Cl)c1)c1cc(-c2ccco2)on1
(15) O=C(NC(=S)Nc1cccc([N+](=O)[O-])c1)C1CCCCC1
(16) Cn1c(=O)c2c(nc(CN3CCc4ccccc4C3)n2CC(=O)c2ccccc2)n(C)c1=O
(17) COc1ccc(C(=O)N2CCCC(Nc3ccc(C)c(C)c3)C2)cc1 (configuration not stated)
(18) CC(=O)Nc1ccc(S(=O)(=O)N(C)Cc2cnn(C)c2)cc1
(19) CC(=O)c1cccc(NC(=O)N2CCCC2C(=O)NCc2ccc(C)cc2)c1 (configuration not stated)
(20) COc1cccc(CN2CC(C(=O)NC3CCC(O)CC3)CCC2=O)c1 (configuration not stated)

Assay by compound	11	12	13	14	15	16	17	18	19	20
hIAP activ	1.1	0.86	0.99	1	0.93	1.1	1.2	0.8	1.1	1.1
SENP1 inh	2	2	0	-2	2	-42	2	3	0	1
mIAP activ	1.1	1	1.1	0.96	0.97	0.65	1	0.94	0.96	0.94
MIN6 prolif	3	1	-3	-2	-4	0	3	4	-1	1
A3A deaminase	3	1	0	1	-3	0	-10	-1	0	-1
hIAP block	-11	14	1	0	7	-11	-21	20	-10	-8
NALP3 yeast inh	4	8	8	59*	39	1	2	4	3	-2
mIAP inh	-9	-1	-8	4	3	35	0	6	4	6
APOBEC3G inh	-10	18	-1	-6	-5	-3	-7	-5	-2	-3

(21) CN1CCC(N(C)CC(O)c2ccccc2)CC1 (configuration not stated)
(22) Cc1ccc(-c2nnc(SCC(=O)Nc3ccc4c(c3)OCCO4)n2N)cc1
(23) C/C(CC(=O)NC1CCCCC1)=N\NC(=O)COc1ccc(C)cc1Br
(24) COc1ccccc1N1CCN(C(=O)c2ccco2)CC1
(25) Cc1cccc(C(=O)NC2CCN(S(=O)(=O)c3ccc(F)cc3)CC2)c1
(26) CCOC(=O)[C@H]1[C@H]2COc3ccc(OC)cc3[C@@H]2N2C(=O)c3cc(F)c(F)cc3NC(=O)[C@@]12C
(27) O=C(CSc1ccc2nnc(-c3ccccc3)n2n1)N1CCCc2ccccc21
(28) COc1ccc(C2N(c3ccc4c(c3)OCCO4)C(=O)C2(F)F)cc1OC (configuration not stated)
(29) CN1CCN(C(=O)c2cnn3c2NC(c2ccccc2)CC3C(F)(F)F)CC1 (configuration not stated)
(30) Cc1occc1C(=O)NCc1ccccc1

Assay by compound	21	22	23	24	25	26	27	28	29	30
hIAP activ	1.2	1	1.2	0.97	1.2	0.93	0.95	0.91	1.1	1.1
SENP1 inh	4	1	4	1	0	1	5	-3	0	-2
mIAP activ	1	0.92	0.94	0.99	0.9	1.1	0.94	0.95	0.96	1
MIN6 prolif	-1	-3	-1	1	0	-4	-4	2	-3	-1
A3A deaminase	0	-3	-1	-6	-6	-1	-1	-1	4	-6
hIAP block	-20	-3	-18	2	-16	7	5	9	-5	-11
NALP3 yeast inh	5	8	11	13	24	11	9	6	5	19
mIAP inh	0	8	6	1	10	-11	6	5	4	-4
APOBEC3G inh	0	4	-10	-8	-3	-7	-4	-4	-1	-3

(31) CCSc1nc2ccccc2n1CC(N)=O
(32) Cc1ccc(NC(=O)CSc2nnc(-c3cc(C)[nH]n3)n2N)c(C)c1
(33) COc1ccc(-c2csc(NC(=O)CN3C(=O)C4CCCCC4C3=O)n2)c(OC)c1 (configuration not stated)
(34) CCn1ccnc1CN1CCC(n2nccc2NC(=O)CCc2ccccc2)CC1
(35) O=C(CN1C(=O)COc2ccccc21)N1CCN(C2CCCCC2)CC1
(36) O=[N+]([O-])c1ccc(-c2cn(-c3ccccc3F)c(=S)[nH]2)cc1
(37) CC(=O)NC1=NC(=O)/C(=C/N2CCOCC2)S1
(38) Cc1ccc(S(=O)(=O)N/N=C\c2cc3c(cc2[N+](=O)[O-])OCO3)cc1
(39) C/C=C(/C)C(=O)Nc1cccc(C2=NOC3(C2)C[C@H](C(N)=O)N(C(=O)Cc2ccc([N+](=O)[O-])cc2)C3)c1 (some centres not stated)
(40) C/C(CC(=O)N1CCN(C=O)CC1)=N\NC(=O)c1ccc(Cl)cc1

Assay by compound	31	32	33	34	35	36	37	38	39	40
hIAP activ	1	1.2	1.1	0.97	0.94	0.99	1	1.1	0.99	1.1
SENP1 inh	1	1	1	-1	2	30*	1	0	2	2
mIAP activ	1	1	0.94	0.96	1	0.9	0.94	1	1.1	1.1
MIN6 prolif	1	-1	-3	0	-1	-2	-2	1	3	2
A3A deaminase	-1	-3	2	-4	1	-1	-4	2	-3	0
hIAP block	-3	-24	-12	2	6	1	-2	-7	1	-6
NALP3 yeast inh	3	15	2	6	12	13	4	17	8	-20
mIAP inh	-1	-2	6	4	-4	10	6	-1	-5	-5
APOBEC3G inh	1	-4	-10	-6	10	-2	-12	3	-11	-9

(41) COc1cccc(NC(=O)CSc2nc3ccccc3c(=O)n2CCCC(=O)NCC2CCCO2)c1 (configuration not stated)
(42) O=C(O)CSCC(=O)N(c1ccccc1)c1ccccc1
(43) Cc1ccc(OCC(=O)Nc2ccc3c(c2)CCC3)c([N+](=O)[O-])n1
(44) O=C(OCCCc1cc2ccccc2c(=O)o1)c1ccc(C(F)(F)F)cc1
(45) Cn1ncc(Br)c1C(=O)N1CCN(C(=O)c2ccco2)CC1
(46) COc1ccc(CCNC(=O)c2ccc(-c3cccc([N+](=O)[O-])c3)o2)cc1OC
(47) COC(=O)c1scc(C)c1-n1ccc(C(=O)C(=O)N(C)C)c1
(48) CCOc1ccc(N(C)S(=O)(=O)c2ccc3[nH]cc(C(=O)NCC(OC)OC)c(=O)c3c2)cc1
(49) CCOC(=O)c1c(S(=O)(=O)NCc2cccs2)c(C)n(C)c1C
(50) O=C(CCN1C(=O)c2ccccc2C1=O)Nc1ccc(F)cc1F

Assay by compound	41	42	43	44	45	46	47	48	49	50
hIAP activ	1.2	1.2	0.77	0.95	0.98	0.87	0.86	0.99	0.9	0.92
SENP1 inh	1	-3	-1	4	2	1	2	-1	2	-1
mIAP activ	1	1	0.97	0.88	0.86	0.97	1.1	0.96	1	0.93
MIN6 prolif	-4	-2	-1	2	0	-2	-3	-2	0	-1
A3A deaminase	1	-4	4	-4	5	-1	0	-4	0	2
hIAP block	-17	-21	23	5	2	13	14	1	10	8
NALP3 yeast inh	16	13	24	18	0	28	7	-9	-6	2
mIAP inh	-1	0	3	12	14	3	-6	4	-1	7
APOBEC3G inh	1	-2	-10	-9	0	-4	-6	-10	-4	-4

(51) NC(=O)[C@H]1CC2(CC(c3cccc(NC(=O)[C@H]4CCC(=O)N4)c3)=NO2)CN1C(=O)c1cc([N+](=O)[O-])cc([N+](=O)[O-])c1 (some centres not stated)
(52) Cc1cccc(OCCSc2cc(C)nc(N)n2)c1
(53) CCOC(=O)Nc1ccc2nc(Sc3ccc(Cl)cc3)sc2c1
(54) COc1cc(NC(=O)c2cccc(NC3=NC4CS(=O)(=O)CC4S3)c2)cc(OC)c1OC (configuration not stated)
(55) CCCC(c1nnnn1Cc1ccc(F)cc1)N1CCN(C2CCCCC2)CC1 (configuration not stated)
(56) CC(C)CCNC(=O)COc1ccc(N(C)S(=O)(=O)c2ccc(F)cc2)cc1
(57) Cc1nc2ccccn2c1C(=O)NNC(=O)Nc1cccc(C(F)(F)F)c1
(58) CS(=O)(=O)Nc1nnc(SCC(=O)N(c2ccccc2)c2ccccc2)s1
(59) COc1ccc(/C(C)=N/OC/C(O)=C(\C#N)c2nc3ccccc3[nH]2)cc1

Assay by compound	51	52	53	54	55	56	57	58	59
hIAP activ	1.1	1	1.2	0.71	1.1	1	1.6	0.98	1.3
SENP1 inh	1	-1	1	-2	2	0	2	1	-106
mIAP activ	1	0.9	1.1	1.1	0.95	1	0.91	0.98	0.94
MIN6 prolif	-1	4	-7	-4	0	-2	-3	-1	0
A3A deaminase	-3	-1	-5	-7	-3	0	-7	3	-8
hIAP block	-6	-4	-17	29	-11	-3	-63	2	-30
NALP3 yeast inh	3	18	17	9	9	8	22	-12	-7
mIAP inh	-3	10	-14	-9	5	-2	9	2	6
APOBEC3G inh	-6	-4	-11	-8	-8	-8	-2	-6	-7
